Screens (PubChem)
FBPA coupling cs – qHTS Assay for Inhibitors of Fructose-1,6-bisphosphate Aldolase from Giardia Lamblia: Coupling assay counterscreen; coupling enzyme system counterscreen, AmpLite Red fluorescence; activity change, negative = inhibition, % at 58.2 µM, hits read low; 290,000 compounds, 0.67% hits; AID 2472, 2010; in the data active = activity change below about -30%; also: % is scaled to controls: 0 for no effect and ±100 for the full control effect
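Final compound at 57.5 uM, incubated 10 min at RT with coupling enzyme reagent (glyceraldehyde-3-phosphate), then 20 min with substrate and AmpLite Red detection. Fluorescence read at 525/598 nm; tests interference with the coupling assay, not aldolase inhibition.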
Giardia killer – Small Molecules that selectively kill Giardia lamblia: qHTS | Giardia lamblia trophozoite viability | activity change, % at 7.66 µM, hits read low | 340,000 compounds, 0.15% hits; in the data active = activity change below about -80%; inconclusive = between about -30% and that limit;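 also: parasites exposed to compound for two days anaerobically before the ATP read; % is scaled to controls: 0 for no effect and ±100 for the full control effect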
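Viability, read as ATP luminescence: trophozoites at 100 cells/well, compound added, 48 hrs anaerobic at 37 deg C, then 15-30 min room-temperature development before reading.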
CXXC DNA block – qHTS Fluorescence Polarization Assay for Inhibitors of MLL CXXC domain - DNA interaction; MLL-CXXC / FITC-HOXA9 DNA fluorescence polarization; Potency, µM (series often up to 115 µM), for the others: at the highest dose activity change, negative = inhibition, actives largely listed as inhibitors; 290,000 compounds, 0.037% hits; AID 2662, 2010; active = well fitted inhibition curve with a large enough effect in the polarisation, with a control signal flat, not every such curve was filed as active; inconclusive = small, poorly fitted or top-dose-only effect, or effect the other way, or a change in a side signal; inactive = no such curve, though single readings can be large or run the other way; the % refers to the polarisation; also: potency is read from the fitted curve at half-maximal effect
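Purified MLL-CXXC (added from a 7 uM solution) was preincubated 5 min at ambient with pinned compounds in 50 mM Tris-HCl pH 7.5, 50 mM NaCl, 1 mM DTT, 0.05% BSA. Fluorescein-labeled HOX-A9 DNA (50 nM solution) followed, 30 min, then polarization read.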
hERG WT inh – qHTS for Inhibitors of KCHN2 3.1: Wildtype qHTS; activity change, % at 1.84 µM; 340,000 compounds, 0.37% hits; AID 720551, 2013; U2OS, BacMam KCNH2, thallium flux FluxOr; stronger effect = lower value;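 active = maximum activity change below -70%; inconclusive = maximum activity change between -70% and -50%; inactive = maximum activity change above -50%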; also: % is scaled to controls: 0 for no effect and ±100 for the full control effect
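U2OS cells were transduced with wild-type KCNH2 virus (2.03 x 10^8 / mL) for 4 h at room temperature, then cultured overnight at 37 C. Thallium flux was read with FluxOr dye. Rate constants were normalized to DMSO controls.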
GALK inhibitor – qHTS Assay for Inhibitors of Human Galactokinase (GALK). P51570. Purified GALK, Kinase-Glo residual ATP luminescence. Potency, µM (highest dose often 57.5 µM), inactives show top-dose activity change, negative = inhibition, hits mostly inhibitors. 270,000 compounds, 0.007% hits; also: potency is read from the fitted curve at half-maximal effect; % is scaled to controls: 0 for no effect and ±100 for the full control effect
Target sequence (P51570 whole entry, looked up): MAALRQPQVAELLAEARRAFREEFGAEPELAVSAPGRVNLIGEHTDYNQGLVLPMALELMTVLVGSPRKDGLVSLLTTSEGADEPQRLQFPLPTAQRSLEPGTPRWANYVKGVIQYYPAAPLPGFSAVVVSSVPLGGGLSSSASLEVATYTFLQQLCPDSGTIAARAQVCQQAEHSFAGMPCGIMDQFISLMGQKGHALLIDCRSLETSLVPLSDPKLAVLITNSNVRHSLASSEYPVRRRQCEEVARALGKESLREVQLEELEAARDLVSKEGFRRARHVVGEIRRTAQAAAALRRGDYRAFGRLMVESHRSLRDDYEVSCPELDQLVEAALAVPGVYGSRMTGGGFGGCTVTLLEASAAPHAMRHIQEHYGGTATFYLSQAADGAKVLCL
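Compounds were pin-transferred into ATP buffer (35 uM final), then GALK plus galactose (5 nM, 100 uM final) was added. After 1 h at room temperature, Kinase-Glo Plus was added and luminescence read after 10 min.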
AT treatment – qHTS Assay for Identifying a Potential Treatment of Ataxia-Telangiectasia; Potency, µM (titrated, usually from 57.5 µM), inactives show at the top dose activation, hits mostly activators; 320,000 compounds, 0.19% hits; AID 485349, 2010; […] A-T fibroblasts, KAP-1 phosphorylation AlphaLISA; neocarzinostatin DNA damage 30 min before lysis; also: potency is read from the fitted curve at half-maximal effect; % of control where 0% means no effect; nearly all actives have a fitted effect of over 45% in size
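ATM-like activity read as KAP-1 phosphorylation via AlphaLISA donor/acceptor antibody pairs after lysis and 6 hr at 25C. Cells were ATM-null patient fibroblasts ([…], hTERT), dosed 60 min, then exposed to the DSB inducer NCS for 30 min.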
TCR act – Activators of T cell receptors: qHTS campaign. primary human leukocytes, anti-CD3, IL-2 HTRF, 48 h. Potency, µM (titrated, usually from 9.22 µM), for inactives: at the top dose activation of IL-2 secretion, most hits filed as activators. 330,000 tested, under 10 active; also: % of control where 0% means no effect
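Primary human leukocytes were stimulated with a-CD3 beads plus compounds for 48 hr without co-stimulation; secreted IL-2 was quantified by HTRF using a-IL-2-K (europium cryptate) and a-IL-2-d2, excited at 320nm with acceptor emission read at 665nm.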
Tb PFK inh – qHTS Assay to Find Inhibitors of T. brucei phosphofructokinase; Potency, µM (series often up to 57.5 µM), for inactives: top-dose activity, negative = inhibition, usual class: inhibitors; ATP-dependent 6-phosphofructokinase (Trypanosoma brucei brucei), O15648; 330,000 compounds, 0.17% hits; T. brucei PFK, ADP-Glo luminescence;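 also: potency is read from the fitted curve at half-maximal effect; 0% = uninhibited 1x PFK enzyme wells and -100% = no-enzyme wells; nearly all actives have a fitted effect of over 60% in size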
Target sequence (O15648 whole entry, looked up): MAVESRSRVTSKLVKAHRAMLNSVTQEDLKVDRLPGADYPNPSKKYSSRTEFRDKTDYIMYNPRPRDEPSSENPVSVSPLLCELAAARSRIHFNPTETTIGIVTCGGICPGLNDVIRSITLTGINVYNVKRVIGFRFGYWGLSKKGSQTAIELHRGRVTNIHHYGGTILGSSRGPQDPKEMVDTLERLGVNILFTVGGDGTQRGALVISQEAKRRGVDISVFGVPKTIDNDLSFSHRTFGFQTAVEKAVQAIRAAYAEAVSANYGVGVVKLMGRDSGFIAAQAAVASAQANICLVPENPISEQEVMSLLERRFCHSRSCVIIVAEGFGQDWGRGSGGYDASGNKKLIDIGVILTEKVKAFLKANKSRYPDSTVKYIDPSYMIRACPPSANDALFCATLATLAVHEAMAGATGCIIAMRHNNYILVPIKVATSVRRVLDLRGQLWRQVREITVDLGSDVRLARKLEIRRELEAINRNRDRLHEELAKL
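In TEA buffer at pH 8.0 with 5 mM MgCl2, enzyme (1.25 nM) converted F6P (0.5 mM) and ATP (0.1 mM) for 45 min at room temperature. ADP product was read by luciferase luminescence.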
TSHR antagonist – Antagonists of the Thyroid Stimulating Hormone Receptor: HTS campaign; AID 504810, 2011; activity change, negative = inhibition, % at 11.5 µM; TSHR-expressing cells, TSH-stimulated cAMP HTRF, 2 h; stronger effect = lower value; 330,000 compounds, 0.2% hits;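 active = activity change below a set negative limit, meaning inhibition stronger than a set level, cut at about -70% in these data; inconclusive = activity change between two set negative limits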; also: % is scaled to controls: 0 for no effect and ±100 for the full control effect
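Freshly harvested TSHR cells receive pin-tooled compound, then EC80 TSH at 4nM final. After 2 hours at 37 deg C, antibody in lysis buffer and cAMP-d2 are added; 30 minutes at ambient temperature precede the HTRF read.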
BCR signal inh – qHTS Assay to Find Inhibitors of Chronic Active B-Cell Receptor Signaling; ABC-DLBCL IkBa-CBG/CBR reporter, luminescence ratio, 4 h; 340,000 compounds, 0.05% hits; Potency, µM (series often up to 46.1 µM), for inactives: at the highest dose ratio change, negative = lower green/red ratio, usual class: inhibitors; active = well fitted inhibition curve with a large enough effect in the signal ratio, with a control signal flat, not every such curve was filed as active; inconclusive = small, poorly fitted or top-dose-only effect, or effect the other way, or a change in a side signal; the % refers to the signal ratio;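 also: potency is read from the fitted curve at half-maximal effect; plate controls were basal doxycycline-induced cells for no effect and cells given 10 µM MG132 for full effect; MG132 reads +100%, hits lower the ratio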
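Doxycycline induced both beetle luciferases in TMD8 lymphoma cells; IKK-driven degradation limits the IkappaBalpha-fused green signal, while red luminescence normalises for cell number and nonspecific effects. Compounds tested up to 46 uM, 4 hrs.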
Active calls of the source: *; ? = inconclusive; . = no result given; [ ] = another dose, or the depositor's remark. Unless noted, calls follow the shape of the dose curve; as a rule, active = well fitted curve in the direction sought with a large enough effect; inconclusive = small, poorly fitted or top-dose-only effect, or another doubt; inactive = no such curve, though single readings can be large; an effect the other way counts as inactive or inconclusive.

1: CN(C)c1ccc(C=NCC2(O)CCOC(C)(C)C2)cc1 (stereo not given)
2: CCOC(=O)CN1C(=N)N(c2nc(NC(C)C)nc(OC)n2)CC1=O
3: COC(=O)C(C)Sc1ccc2nnc(-c3ccc(F)cc3)n2n1 (stereo not given)
4: COCCNc1cc(C)nc2ccccc12
5: COc1ccc(C(=O)Nc2cc(-c3ccc(C)cc3)no2)cc1
6: O=C(COC(=O)C1(c2ccc(Cl)cc2)CCCC1)N1CCc2ccccc21
7: Cc1cccc(N(C(=O)Cc2cccs2)C(C(=O)NC2CCCC2)c2ccncc2)c1 (stereo not given)
8: Cc1ncc([N+](=O)[O-])n1CC(=O)N/N=C/c1ccccc1F

Assay by compound,1,2,3,4,5,6,7,8
FBPA coupling cs,14,0,4,-1,0,1,2,4
Giardia killer,-6,2,-2,10,-21,-9,-17,-4
CXXC DNA block,-6%,4%,7%,-6%,7%,4%,37%[activator],-1%
hERG WT inh,-21,8,-11,4,0,16,-7,-6
GALK inhibitor,3%,1%,-2%,-2%,.,-2%,1%,-3%
AT treatment,2%,-7%,3%,-7%,3%,3%,-5%,3%
TCR act,4%,-2%,-34%,0%,-2%,-3%[46.1 µM],14%,-6%
Tb PFK inh,1%,-2%,2%,6%,0%,-8%,-1%,-3%
TSHR antagonist,10,4,7,19,2,14,15,5
BCR signal inh,6%,?,4%,0%,7%,6%,2%,?

9: CCCC(CCC)C(=O)NNc1cc(=O)c2c(=O)n(C)c(=O)n(C)c2[nH]1
10: Cc1cc(F)ccc1S(=O)(=O)Nc1nc2ccccc2nc1Cl
11: NCc1ccccc1
12: Nc1ccc2oc3ccccc3c2c1
13: COc1ccc(CC(=O)Nc2ccc(S(=O)(=O)N3CCCCC3)cc2)cc1OC
14: O=C(Cn1ncc2c(=O)oc3ccccc3c21)N1CCN(C(=O)c2ccco2)CC1
15: Cc1c(C(=O)Nc2cccnc2Cl)oc2ccccc12
16: CC(=O)c1cc(C(c2csc(C(C)=O)c2)c2csc(C(C)=O)c2)cs1

Assay by compound,9,10,11,12,13,14,15,16
FBPA coupling cs,-2,11,0,-23,.,2,0,-7
Giardia killer,30,4,?,-5,3,-1,13,3
CXXC DNA block,3%,6%,.,4%,68%[activator],2%,-16%,-3%
hERG WT inh,-7,0,6,-4,4,5,2,0
GALK inhibitor,-1%,5%,.,0%,-5%,-2%,0%,0%
AT treatment,-2%,5%,6%,2%,5%,0%,-1%,14%
TCR act,1%,-7%,2%,8%[46.1 µM],4%,3%,-3%,2%[46.1 µM]
Tb PFK inh,1%,0%,-5%,3%,3%,-3%,0%,2%
TSHR antagonist,-2,6,0,-1,-33,0,-8,-26
BCR signal inh,4%,?,0%,-12%,2%,4%,0%,?

17: C[C@]12CCC3C(CC=C4C[C@@H](O)CC[C@@]43C)C1CCC2[C@]1(C)CCC(=O)O1 (stereo not given in full)
18: O=C(Nc1ccccc1Cl)Oc1ccc(Cl)cc1Cl
19: COC(=O)Nc1ccc(S(=O)(=O)N2CCCCC2)cc1
20: COc1ccc(N2CCN(S(=O)(=O)CCNC(=O)C3CC3)CC2)cc1
21: COc1ccc(S(=O)(=O)NNC(=O)Cc2csc(C)n2)cc1[N+](=O)[O-]
22: O=C(COC(=O)c1cccc(F)c1)NCCC1=CCCCC1
23: N/C(=N\c1nc(CSc2ccccn2)cc(=O)[nH]1)Nc1ccc(Cl)cc1Cl
24: Cc1cc2c(nn1)CCc1nonc1-2

Assay by compound,17,18,19,20,21,22,23,24
FBPA coupling cs,0,-4,-1,.,.,.,4,2
Giardia killer,-6,-26,1,-5,-15,9,-9,-11
CXXC DNA block,13%,10%,4%,.,.,.,3%,0%
hERG WT inh,-3,-7,21,3,-9,11,-5,-24
GALK inhibitor,2%,-2%,3%,.,.,.,0%,1%
AT treatment,6%,-5%,2%,-1%,7%,8%,-3%,5%
TCR act,3%,2%,-4%,5%,4%,-9%,1%,0%
Tb PFK inh,4%,5%,0%,9%,-4%,-4%,-19%,-5%
TSHR antagonist,11,-4,2,19,3,-18,0,-10
BCR signal inh,?,-25%,-9%,-1%,4%,2%,-2%,-2%

25: O=C(O)C1C(=O)NCC1c1ccccc1 (stereo not given)
26: S=C(NCc1ccccc1)NCc1ccccc1
27: Cc1ccc(S(=O)(=O)N(C)C)cc1NC(=S)NNC(=O)C(N)=O
28: CC(C)NC(=O)c1onc(CSc2ccc(F)cc2)c1C(=O)O
29: Cc1nnc(NC(=O)c2oc3c(ccc4ccccc43)c2C)s1
30: CC(C)Nc1nc(Oc2ccc(=O)n(-c3ccccc3)n2)nc(N(C)C)n1
31: Cc1ccc(-c2nn(CC(=O)NCc3ccccn3)c(=O)c3ccccc23)cc1S(=O)(=O)N(C)C
32: CC(C)N(Cc1nc(-c2ccccc2)no1)C(=O)CN(C)S(=O)(=O)c1ccccc1

Assay by compound,25,26,27,28,29,30,31,32
FBPA coupling cs,0,4,-1,8,0,1,5,3
Giardia killer,-5,-11,-21,-28,-2,8,2,34[activator]
CXXC DNA block,10%,-1%,-8%,-9%,-16%,7%,-6%,-1%
hERG WT inh,1,15,0,-13,7,-5,0,-1
GALK inhibitor,0%,0%,-1%,-2%,-1%,-2%,-2%,-2%
AT treatment,0%,8%,-1%,5%,-2%,?,7%,-15%
TCR act,-1%,2%,5%,10%,-7%,-3%,3%,20%
Tb PFK inh,-1%,0%,-1%,-1%,-1%,2%,-2%,2%
TSHR antagonist,-3,-19,0,19,-26,1,-3,-5
BCR signal inh,4%,22%,0%,?,?,?,-1%,?

Full records from above. Values in the order: FBPA coupling cs	Giardia killer	CXXC DNA block	hERG WT inh	GALK inhibitor	AT treatment	TCR act	Tb PFK inh	TSHR antagonist	BCR signal inh
Listed for CC(=O)c1cc(C(c2csc(C(C)=O)c2)c2csc(C(C)=O)c2)cs1 : -7	3	-3%	0	0%	14%	2%[46.1 µM]	2%	-26	?
Listed for Nc1ccc2oc3ccccc3c2c1 : -23	-5	4%	-4	0%	2%	8%[46.1 µM]	3%	-1	-12%

In a second layout: three of the compounds above
cpd | Compound | FBPA coupling cs | Giardia killer | CXXC DNA block | hERG WT inh | GALK inhibitor | AT treatment | TCR act | Tb PFK inh | TSHR antagonist | BCR signal inh
27 | Cc1ccc(S(=O)(=O)N(C)C)cc1NC(=S)NNC(=O)C(N)=O | -1 | -21 | -8% | 0 | -1% | -1% | 5% | -1% | 0 | 0%
26 | S=C(NCc1ccccc1)NCc1ccccc1 | 4 | -11 | -1% | 15 | 0% | 8% | 2% | 0% | -19 | 22%
28 | CC(C)NC(=O)c1onc(CSc2ccc(F)cc2)c1C(=O)O | 8 | -28 | -9% | -13 | -2% | 5% | 10% | -1% | 19 | ?

Going on with the list:
33: CC1=C(C(=O)OCC2CCCO2)C(c2ccc(Cl)cc2)NC(=O)N1 (stereo not given)
34: O=C(NCc1ccco1)/C(=C/c1cccnc1)NC(=O)c1ccco1
35: CCCCNC(=S)NNC(=O)CCn1nc(C)c(Br)c1C
36: CS(=O)(=O)n1nc(-c2ccc(Cl)cc2)nc1SCc1ccccc1
37: O=C(O)c1ccccc1C(=O)OCc1c(-c2ccccc2)ncc2ccccc12
38: O=C(CSc1nnc(-c2c[nH]c3ccccc23)o1)c1ccc(-c2ccccc2)cc1
39: CCOC(=O)c1c(NC(=O)C(C)OC(=O)C2=COCCO2)sc2c1CCCC2 (stereo not given)
40: Cc1ccc(C(=O)OC2=CC(=O)CC(C)(C)C2)cc1
41: CC(C)(C)NC(=O)c1ccc(COc2ccccc2Br)o1

Assay by compound,33,34,35,36,37,38,39,40,41
FBPA coupling cs,3,1,1,-1,.,2,.,-3,0
Giardia killer,-6,-1,-6,19,5,2,9,-8,17
CXXC DNA block,-7%,-1%,-16%,14%,.,13%,.,94%[activator],-5%
hERG WT inh,-25,4,-16,57,10,3,16,1,-3
GALK inhibitor,0%,0%,2%,-1%,.,0%,.,-4%,-1%
AT treatment,2%,0%,2%,3%,-2%,15%,41%,8%,2%
TCR act,-2%,7%,3%,0%,1%,0%[46.1 µM],-1%,-2%,-4%
Tb PFK inh,-10%,-2%,-2%,0%,5%,7%,-1%,-14%,-1%
TSHR antagonist,-3,8,5,-6,-9,-20,8,33,1
BCR signal inh,4%,-11%,?,?,?,?,11%,14%,-27%

An unsorted share of the library; 1.6% or so of the library scored in one or more.
